# Assay outcomes as filed in PubChem.
# RAD54 branch – RAD54 (human) branch migration inhibition; Q92698; RAD54 Holliday junction branch migration, FAM/BHQ fluorescence; inhibition, % at 10.4 µM; 360,000 compounds, 0.14% hits; AID 602329;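 active means mean normalized replicate activity at least 40 and at least half of replicates scoring 40 or more; inconclusive means only one of the two criteria met; inactive means mean below 40 and under half of replicates reaching 40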;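 further: 0% = median of neutral control wells and 100% = median of positive control wells; inhibitors cause a drop in the FAM fluorescence signal; in these data hits start at about 50%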
# ERp5 inh – blocks human ERp5 reductase activity on insulin; 350,000 compounds, 0.05% hits; ERp5 insulin aggregation, absorbance 650 nm, 90 min; inhibition, % at 9.99 µM; AID 651711;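 active means mean replicate inhibition above about 25%, with every replicate also reaching it, limit read from the data, passing the limit was not always enough; inconclusive means only one of those two criteria met; inactive means neither criterion met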
# ARNT TACC3 PPI – disrupts binding between human ARNT and TACC3; Q9Y6A5; AlphaScreen His-ARNT PAS-B/GST-TACC3 binding, luminescence; TACC3 fragment carries E629A point mutation; inhibition, % at 9.99 µM; 390,000 compounds, 0.66% hits;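 active means mean inhibition of replicates at least 50% and at least half of replicates each reaching 50%; inconclusive means half or more replicates reach 50% but mean below 50%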;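 further: 0% = complete ARNT plus TACC3 wells and 100% = ARNT alone without TACC3; many hits fall short of the cut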
# PglD inh – blocks C. jejuni PglD acetyltransferase activity; 360,000 compounds, 0.098% hits; purified PglD enzyme, DTNB colorimetric CoA detection; inhibition, % at 12.5 µM; in the data active means inhibition above about 16%, passing the limit was not always enough; inconclusive means no clear call, values can overlap the other calls; further: strong numbers were not always called active
# Casp6 inh – blocks human caspase-6 cleavage activity; P55212; purified caspase-6, Z-VEID-R110 cleavage fluorescence; inhibition, % at 12.5 µM; 350,000 compounds, 0.53% hits; AID 686996;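 active means mean inhibition across replicates at least about 35%, with every replicate also reaching that limit, limit read from the data; inconclusive means only one of the two criteria met; inactive means neither criterion met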;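 further: 0% = median of neutral control wells and 100% = no fluorescence left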
# esBAF inh – SWI/SNF esBAF complex inhibition. mouse ES cells, Bmi1-luciferase knock-in reporter, 24 h; 100% = twice the neutral-well signal. reporter increase, % at 12.5 µM. 350,000 compounds, 2% hits. AID 602393; in the data active means activation above about 40%; inconclusive means no clear call, values can overlap the other calls;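 further: 0% = median of the plate's neutral control wells and 100% = double that signal; a rise in the Bmi1 reporter signal indicates esBAF inhibition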
# E-selectin induc – induces E-selectin expression in human endothelial cells; activation, % at 7.58 µM; 260,000 compounds, 0.37% hits; P16581; HUVEC E-selectin immunofluorescence imaging; normalized: neutral wells 0, TNF-alpha wells 100;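 active means mean E-selectin-positive cell signal at least 10% of the positive control, reached in at least 60% of replicates, without over 20% cell loss; inconclusive means no rule given, readout overlaps actives, possibly toxicity-flagged; inactive means the rest, including those meeting only one limit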;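 further: in these data hits start at about 27%; measured in HUVEC primary endothelial cells; signal is the percent of cells scored E-selectin positive by PE staining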
# Target sequence (P16581 whole entry, looked up): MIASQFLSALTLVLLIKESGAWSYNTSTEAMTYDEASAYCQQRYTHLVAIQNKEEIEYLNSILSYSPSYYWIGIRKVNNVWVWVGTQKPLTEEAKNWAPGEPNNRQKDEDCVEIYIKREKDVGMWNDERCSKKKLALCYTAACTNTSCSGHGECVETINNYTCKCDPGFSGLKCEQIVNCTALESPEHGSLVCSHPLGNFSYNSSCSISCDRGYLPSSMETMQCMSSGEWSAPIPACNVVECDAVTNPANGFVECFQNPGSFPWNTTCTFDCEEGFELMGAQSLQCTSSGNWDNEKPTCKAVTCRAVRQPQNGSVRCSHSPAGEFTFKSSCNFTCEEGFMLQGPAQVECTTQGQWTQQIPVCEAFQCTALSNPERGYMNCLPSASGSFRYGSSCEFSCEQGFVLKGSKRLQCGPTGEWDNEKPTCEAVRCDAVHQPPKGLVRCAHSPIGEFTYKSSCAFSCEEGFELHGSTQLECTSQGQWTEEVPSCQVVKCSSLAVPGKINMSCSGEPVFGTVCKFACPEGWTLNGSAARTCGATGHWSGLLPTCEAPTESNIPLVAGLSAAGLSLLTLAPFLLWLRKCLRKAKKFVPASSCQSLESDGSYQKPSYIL
#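 Test system: HUVEC | Signal: Immunofluorescence imaging | Read-out: Percent E-selectin-positive cells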
# RAD52 anneal inh – blocks human RAD52 DNA annealing; recombinant RAD52 DNA annealing, FRET fluorescence; 360,000 compounds, 0.46% hits; inhibition, % at 18.7 µM; P43351; AID 651710;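 active means every replicate showing at least 50% inhibition; inconclusive means mean inhibition at least 50% but not in every replicate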
# Target sequence (P43351 whole entry, looked up): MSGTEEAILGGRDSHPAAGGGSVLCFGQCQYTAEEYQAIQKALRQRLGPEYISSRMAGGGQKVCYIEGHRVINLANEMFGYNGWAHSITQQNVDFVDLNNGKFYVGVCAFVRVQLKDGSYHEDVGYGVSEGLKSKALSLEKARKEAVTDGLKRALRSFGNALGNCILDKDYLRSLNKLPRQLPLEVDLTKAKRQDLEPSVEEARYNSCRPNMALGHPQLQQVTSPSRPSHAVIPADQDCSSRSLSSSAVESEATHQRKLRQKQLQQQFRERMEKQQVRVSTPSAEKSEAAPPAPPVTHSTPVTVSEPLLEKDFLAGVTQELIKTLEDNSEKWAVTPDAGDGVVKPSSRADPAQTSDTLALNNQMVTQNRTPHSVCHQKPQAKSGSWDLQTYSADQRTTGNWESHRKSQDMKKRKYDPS
# The depositor's hits bear a star; ? = inconclusive; nt = no result given. The order is random; any-hit rate near 3.2%.
# The first 2 records, to show the layout:
SMILES,RAD54 branch,ERp5 inh,ARNT TACC3 PPI,PglD inh,Casp6 inh,esBAF inh,E-selectin induc,RAD52 anneal inh
Cc1cc(C(=O)N2CCCC(N3CCN(c4cccc(C(F)(F)F)c4)CC3)C2)n[nH]1 (stereo not given),2,6,21,0,3,-6,-0.2,-25
C[C@@H]1CCCCO[C@H](CN(C)C(=O)Cc2ccccc2)[C@H](C)CN([C@@H](C)CO)C(=O)c2cc(NC(=O)Nc3cccc4ccccc34)ccc2O1,7,8,-3,-1,4,5,-0.2,-11

# The whole of this part, previewed entries included:
SMILES,RAD54 branch,ERp5 inh,ARNT TACC3 PPI,PglD inh,Casp6 inh,esBAF inh,E-selectin induc,RAD52 anneal inh
Cc1cc(C(=O)N2CCCC(N3CCN(c4cccc(C(F)(F)F)c4)CC3)C2)n[nH]1 (stereo not given),2,6,21,0,3,-6,-0.2,-25
C[C@@H]1CCCCO[C@H](CN(C)C(=O)Cc2ccccc2)[C@H](C)CN([C@@H](C)CO)C(=O)c2cc(NC(=O)Nc3cccc4ccccc34)ccc2O1,7,8,-3,-1,4,5,-0.2,-11
O=C(/C=C/c1ccco1)NCc1ccccn1,nt,-1,nt,nt,-1,nt,-0.3,-28
COc1ccc(NC(=O)C2OCCc3ccccc32)c(OC)c1 (stereo not given),9,nt,25,-7,nt,1,nt,nt
COc1ccc(S(=O)(=O)Nc2ccc3c(c2)C(=O)N([C@@H](C)CO)C[C@H](C)[C@H](CN(C)Cc2ccc(Cl)c(Cl)c2)OCCCC[C@@H](C)O3)cc1,1,nt,-3,3,nt,-3,-0.1,nt
C[C@H]1CCCCO[C@H](CN(C)C(=O)Nc2ccc3c(c2)OCO3)[C@@H](C)CN([C@@H](C)CO)C(=O)c2cc(NS(C)(=O)=O)ccc2O1,-7,4,2,3,-1,-2,0.1,15
CC1CCc2c(sc(NC(=O)C3CCCO3)c2C#N)C1 (stereo not given),nt,-2,-2,nt,1,?,0.3,-3
O=C(CN1C(=O)C2CC=CCC2C1=O)Nc1ccc(Br)cc1 (stereo not given),-14,1,2,2,3,nt,nt,2
C[C@@H]1CCCCO[C@@H](CN(C)S(=O)(=O)c2cn(C)cn2)[C@@H](C)CN([C@@H](C)CO)C(=O)c2cc(NC(=O)CCCN(C)C)ccc2O1,4,-4,-3,-2,3,1,0.1,8
O=C1NC(=O)C2C3OC(C(Br)C3Br)C12 (stereo not given),-1,-1,nt,nt,4,7,0.1,11
Cc1ccc(N2CC(C)Cn3c2nc2c3c(=O)[nH]c(=O)n2C)cc1C (stereo not given),-5,0,-5,0,-4,-3,0.1,-6
N#C[C@H]1[C@H](c2ccc(C3=CCCC3)cc2)[C@H](CO)N1c1nc(-c2ccccc2)cs1,2,2,9,0,4,0,0.0,-31
COCCCNC(=O)Cn1cnc2sc(C)c(S(=O)(=O)N3CC(C)CC(C)C3)c2c1=O (stereo not given),-2,nt,-1,0,nt,-6,nt,nt
C[C@@H]1CN([C@H](C)CO)C(=O)c2cc(NS(=O)(=O)c3cccs3)ccc2O[C@H]1CN(C)Cc1ccc(C(=O)Nc2ccccc2N)cc1,0,-2,10,5,5,-6,-2.8,12
Cc1ccccc1NC(=S)N/N=C/c1ccc(O)cc1O,20,0,58*,3,11,?,0.2,-15
O=S(=O)(c1ccccc1)N1CCCCN2[C@H](C1)[C@H](c1ccc(C#Cc3ccccc3)cc1)[C@@H]2CO,10,nt,5,7,nt,nt,-0.1,nt
O=C(Nc1cc(Cl)ccc1O)C1CC(c2ccccc2O)=NO1 (stereo not given),0,0,3,3,1,3,0.3,-16
Cc1cc(NS(=O)(=O)c2ccc(NC(=S)NC(=O)c3ccncc3)cc2)no1,nt,6,-6,nt,0,nt,3.5,-16
Clc1nc(CN2CCOCC2)nc2sc3c(c12)CCC3,nt,-6,-4,nt,0,nt,-0.6,-7
CC(O)(c1ccc(F)c(F)c1)c1nc(-c2ccc3ccccc3c2)cs1 (stereo not given),5,-1,nt,2,0,0,0.4,-3
CCCCCn1c(CNC(C)=O)nc2ccccc21,-10,nt,-8,0,nt,-3,0.3,nt
CCN(CCCn1c(SCC#N)nc2ccccc2c1=O)c1ccccc1,-18,nt,1,0,nt,-5,nt,nt
O=C(NCc1nnc(SCC(=O)N2CCCc3ccccc32)o1)c1ccco1,nt,1,-2,nt,-1,3,nt,-10
CC1CCCC(C)N1C(=O)c1cc(-c2cccs2)on1 (stereo not given),-4,nt,2,1,nt,48*,nt,nt
C[C@@H]1CN([C@@H](C)CO)C(=O)c2cc(NC(=O)Nc3ccc4c(c3)OCO4)ccc2O[C@H]1CN(C)Cc1ccc(Oc2ccccc2)cc1,2,-2,-1,-41,-3,-12,-32,1
# Carrying on:
SMILES,RAD54 branch,ERp5 inh,ARNT TACC3 PPI,PglD inh,Casp6 inh,esBAF inh,E-selectin induc,RAD52 anneal inh
COc1ccc(OC)c(S(=O)(=O)NC2CC(=O)N(c3ccc(C)c(C)c3)C2)c1 (stereo not given),-21,-2,0,-3,7,nt,nt,-10
Cc1ccc(NC2=NC3(CCCCC3)N=C(N)N2)c(C)c1,3,nt,0,-3,nt,-1,-2.2,nt
CN1[C@@H]2c3ccc(/C=C/c4ccccc4)c(=O)n3C[C@@H]2[C@@H](CO)[C@@H]1C(=O)NC1CCCC1,nt,-2,nt,nt,0,nt,0.1,-39
O=C(C1CCC1)N1CCc2cc(S(=O)(=O)NC3CCCC3)ccc21,-9,nt,-17,-4,nt,8,nt,nt
COc1ccc(NC(=O)N(C)C[C@@H]2Oc3ccc(NC(=O)Nc4ccc(C(F)(F)F)cc4)cc3C(=O)N([C@@H](C)CO)C[C@H]2C)cc1,-8,nt,0,5,nt,-2,-0.5,nt
Cc1nc(C)c(-c2ccccc2)c(=O)[nH]1,1,nt,-2,3,nt,-9,nt,nt
COc1cccc(C(=O)N2CCN(c3ccc(N4CCOCC4)nn3)CC2)c1,nt,2,-1,nt,-6,nt,0.3,-8
C[C@H](CO)N1C[C@H](C)[C@H](CN(C)C(=O)Cc2cccnc2)Oc2cc(C#CC3(O)CCCC3)ccc2S1(=O)=O,-1,2,-10,0,1,8,0.3,2
C[C@@H]1COC(=O)[C@@H](Cc2ccc(F)cc2)C/C=C\C[C@@H](CC(=O)N[C@H](CO)Cc2ccccc2)C(=O)N1,-16,-3,-2,-4,-1,-13,-0.2,-2
CCCNC(=O)C[C@@H]1CC[C@H]2[C@@H](COC[C@H](O)CN2Cc2cccc(F)c2)O1,5,-1,-10,-1,2,-12,-0.1,4
CCOC(=O)CC1=CCc2c1ccc(OC)c2OC,nt,7,1,nt,-1,nt,0.0,-9
COc1ccc(C(C)(O)c2nc(-c3cccc(C(=O)O)c3)cs2)cc1 (stereo not given),-10,2,nt,-6,1,10,1.0,-4
Cc1ccc(C)c2[nH]c(=O)c(CN(Cc3ccco3)S(=O)(=O)c3ccc4c(c3)OCCO4)cc12,2,nt,3,-6,nt,-3,nt,nt
CO[C@@H]1CN(C)C(=O)c2cc(NS(C)(=O)=O)ccc2OC[C@@H](C)N(CCC(F)(F)F)C[C@H]1C,-7,-4,-5,5,nt,-5,-0.5,5
O=C(C1=NN[C@@H]2C(=O)N(c3cccc(F)c3)C(=O)[C@H]12)c1cnccn1,-16,1,1,1,-2,-4,nt,-55
C[C@@H]1CN([C@H](C)CO)C(=O)c2cc(-c3cccc(C#N)c3)cnc2O[C@H]1CN(C)Cc1ccncc1,8,2,0,-1,-3,-4,-0.2,-3
COc1ccc(CCNC(=O)COc2cc(C)cc3oc(=O)cc(C)c23)cc1,-3,4,7,-2,-3,-2,-0.2,-4
CC1(c2ccccc2)NC(=O)N(CC(=O)NNC(=O)c2ccccc2)C1=O (stereo not given),2,2,nt,2,4,2,0.1,-16
C[C@H]1CN([C@@H](C)CO)C(=O)c2cc(/C=C/c3ccccc3)cnc2O[C@@H]1CN(C)S(=O)(=O)c1ccccc1,-1,-8,-2,-2,1,11,0.3,1
CC1(C)Cc2c(cnn2-c2ccccc2)C(NC(=O)CCN2CCCCO2)C1 (stereo not given),-8,1,0,-2,-5,4,2.0,-2
O=C(O)c1ccc(-c2ccccn2)s1,nt,3,-1,nt,1,nt,nt,-12
COc1ccc(C(=O)NC(C)c2nnc(SCc3ccc(Cl)c(Cl)c3)n2C)cc1 (stereo not given),-6,nt,-2,1,nt,5,nt,nt
C[C@@H]1CN([C@@H](C)CO)C(=O)Cc2cc(N(C)C)ccc2O[C@@H]1CN(C)Cc1ccc(Cl)c(Cl)c1,-8,-1,29,0,2,2,nt,1
O=C(NC1CCC1)[C@@H]1[C@@H](CO)[C@@H]2Cn3c(ccc(C4=CCCC4)c3=O)[C@@H]2N1C(=O)C1CCCC1,0,1,7,2,-3,-2,0.0,-28
O=C(O)CNc1nc(-c2ccccc2)nc2c1oc1ccccc12,nt,1,-8,nt,1,nt,nt,-11
# Next section:
SMILES,RAD54 branch,ERp5 inh,ARNT TACC3 PPI,PglD inh,Casp6 inh,esBAF inh,E-selectin induc,RAD52 anneal inh
COC(=O)C1=C(C(=O)OC)[C@@H]2Nc3ccccc3[C@@]23C[C@@H](C(=O)OC)N(C(=O)CC(C)C)C3=N1,0,1,2,1,3,2,0.0,-8
CC(=O)Nc1ccc(CN(C)c2c(C)nc3ccc(C(=O)N4CCN(c5ccccc5)CC4)cn23)cc1,-3,-3,nt,-1,-26,4,-0.4,-14
COc1ccc(NC(=O)Nc2ccc3c(c2)C(=O)N([C@@H](C)CO)C[C@@H](C)[C@H](CN(C)C)OCCCC[C@H](C)O3)cc1,12,0,24,-1,0,-2,0.3,-4
CC1(C)CC(=O)c2sc(NS(=O)(=O)c3ccc([N+](=O)[O-])cc3)nc2C1,11,1,2,4,4,4,-0.7,-1
COc1ccc(C)cc1NC(=O)C1CCN(C(=O)C2CC(=O)N(c3ccc(C)cc3)C2)CC1 (stereo not given),15,-5,nt,1,-1,1,nt,-20
N=C1/C(=C/c2cccn2Cc2ccc(F)cc2)C(=O)N=C2SC=CN12,-3,-3,4,-5,2,3,nt,-12
CC(C)CN1CCNC(=O)C1CC(=O)NCc1cnn(-c2cccc(F)c2)c1 (stereo not given),nt,7,4,nt,-6,nt,nt,-23
O=C(Nc1ccccc1C(F)(F)F)c1cnccn1,-7,7,-26,12,-1,1,-0.2,-14
C[C@H]1CN=C(N(C)C)N1CCCC1CCCCC1,-10,7,2,11,-2,-1,0.1,2

# Compound profiles, as listed above:
# O=S(=O)(c1ccccc1)N1CCCCN2[C@H](C1)[C@H](c1ccc(C#Cc3ccccc3)cc1)[C@@H]2CO across the screens: RAD54 branch: 10; ERp5 inh: nt; ARNT TACC3 PPI: 5; PglD inh: 7; Casp6 inh: nt; esBAF inh: nt; E-selectin induc: -0.1; RAD52 anneal inh: nt
# Cc1ccc(N2CC(C)Cn3c2nc2c3c(=O)[nH]c(=O)n2C)cc1C (stereo not given) across the screens: RAD54 branch: -5; ERp5 inh: 0; ARNT TACC3 PPI: -5; PglD inh: 0; Casp6 inh: -4; esBAF inh: -3; E-selectin induc: 0.1; RAD52 anneal inh: -6
# CC1CCc2c(sc(NC(=O)C3CCCO3)c2C#N)C1 (stereo not given) across the screens: RAD54 branch: nt; ERp5 inh: -2; ARNT TACC3 PPI: -2; PglD inh: nt; Casp6 inh: 1; esBAF inh: ?; E-selectin induc: 0.3; RAD52 anneal inh: -3
